High-throughput results (PubChem BioAssay)
HCMV antiviral: blocks human cytomegalovirus replication. activity change, negative = inhibition, % at 57.5 µM. HFF cells, HCMV-luciferase reporter, 72 h; active compounds read low. 410,000 tested, 4.5% active; in the data active means activity change below about -60%; inconclusive means no clear call, values can overlap the other calls; inactive means above about -39%
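Screen run at 2 compound doses on HFFs infected with reporter HCMV, MOI 1 PFU/cell. Luciferase activity from cell lysates at 72 h post infection gave inhibition relative to buffer-only and Salinomycin wells.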
Tb PYK inh: T. brucei pyruvate kinase inhibition. Q57TT1. TbPYK enzyme, Kinase-Glo Plus ATP luminescence, 45 min. Potency, µM (highest dose often 76.8 µM), for inactives: at the top dose activity, negative = inhibition, most hits filed as inhibitors. 410,000 tested, 0.12% active. AID 624173; further: potency means the concentration at half of the fitted maximal effect; nearly all actives have a fitted effect of over 50% in size
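Activity of T. brucei pyruvate kinase was followed by Kinase-Glo Plus luminescence after the enzyme reacted 45 min at room temperature with 130 uM ADP (final) and substrate. Test compounds were added before ADP at multiple concentrations.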
LmPK inhibitor: blocks Leishmania mexicana pyruvate kinase activity; purified LmPK, Kinase-Glo ATP luminescence, 1 h; 290,000 tested, 0.37% active; Potency, µM (top dose mostly 57.5 µM), for the others: at the highest dose activity change, negative = inhibition, hits mostly inhibitors; Q27686; further: potency means the concentration at half of the fitted maximal effect
Target sequence (Q27686 whole entry, looked up): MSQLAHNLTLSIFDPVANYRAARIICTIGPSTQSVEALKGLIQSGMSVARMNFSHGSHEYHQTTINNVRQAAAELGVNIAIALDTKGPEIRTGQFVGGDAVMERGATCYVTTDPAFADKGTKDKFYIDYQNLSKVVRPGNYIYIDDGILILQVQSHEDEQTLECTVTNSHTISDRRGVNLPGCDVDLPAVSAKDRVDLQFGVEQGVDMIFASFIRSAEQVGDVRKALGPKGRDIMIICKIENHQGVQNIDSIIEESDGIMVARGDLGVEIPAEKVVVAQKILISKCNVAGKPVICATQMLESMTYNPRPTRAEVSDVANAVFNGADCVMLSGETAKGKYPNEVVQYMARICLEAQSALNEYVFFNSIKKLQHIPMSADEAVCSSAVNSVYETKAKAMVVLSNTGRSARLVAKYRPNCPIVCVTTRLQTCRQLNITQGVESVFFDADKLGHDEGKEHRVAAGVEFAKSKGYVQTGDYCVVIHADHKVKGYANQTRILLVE
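Purified LmPK (0.1 nM) with 0.5 mM PEP and 0.1 mM ADP in imidazole buffer pH 7.2 with MgCl2/KCl, 1 h at room temperature. ATP formed was read by luciferase luminescence and normalized to no-enzyme and uninhibited controls.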
Sm TGR inh: inhibitors of Schistosoma mansoni thioredoxin glutathione reductase; Q962Y6; purified TGR, DTNB reduction, TNB absorbance 405 nm; Potency, µM (doses to about 114 µM), for inactives: at the top dose activity change, negative = inhibition, hits mostly inhibitors; 360,000 tested, 3% active; AID 485364; further: potency means the concentration at half of the fitted maximal effect; nearly all actives have a fitted effect of over 60% in size
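First, TGR (20 nM dispensed) and NADPH were mixed with compound. Second, a 15 min room-temperature incubation followed. Third, further NADPH and then DTNB were added to start the reaction. Finally, TNB absorbance was monitored kinetically.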
AmpC detergent: inhibitors of E. coli AmpC beta-lactamase with detergent; AID 485294; AmpC hydrolysis of nitrocefin, absorbance 480 nm, 0.01% Triton; 370,000 tested, 0.041% active; Potency, µM (top dose mostly 114 µM), without a hit: top-dose activity change, negative = inhibition, most hits filed as inhibitors;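 further: potency means the concentration at half of the fitted maximal effect; 0% = no-compound wells and -100% = no-enzyme wells; nearly all actives have a fitted effect of over 25% in size; some results filed as inactive show a strong effect at the top dose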
Target sequence (P00811 whole entry, looked up): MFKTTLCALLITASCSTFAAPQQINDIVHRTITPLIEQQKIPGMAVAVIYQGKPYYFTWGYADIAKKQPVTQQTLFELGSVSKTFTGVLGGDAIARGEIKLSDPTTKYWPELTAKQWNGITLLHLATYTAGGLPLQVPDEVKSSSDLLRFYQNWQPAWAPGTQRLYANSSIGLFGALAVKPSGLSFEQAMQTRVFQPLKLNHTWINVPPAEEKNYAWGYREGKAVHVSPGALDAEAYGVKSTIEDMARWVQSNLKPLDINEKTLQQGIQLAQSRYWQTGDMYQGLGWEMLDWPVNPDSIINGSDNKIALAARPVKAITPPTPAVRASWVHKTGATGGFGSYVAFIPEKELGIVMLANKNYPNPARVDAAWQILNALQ
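20 mM phosphate pH 7.0 + 0.01% (detergent screen) or 0.0001% Triton X-100; 5.3 nM AmpC reagent; cpd preinc 15 min RT; nitrocefin (800 uM stock) to start; A480 q20 s × 4 min; Activity was normalised to no-enzyme and no-compound control wells.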
AMA1-RON2 inh: inhibitors of Plasmodium falciparum AMA1-RON2 interaction; 360,000 tested, 0.2% active; Potency, µM (highest dose often 58.2 µM), for inactives: at the top dose activity change, negative = inhibition, most hits filed as inhibitors; AlphaScreen AMA1-biotinylated RON2 peptide binding; AID 720542;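 further: potency means the concentration at half of the fitted maximal effect; 0% = vehicle wells and -100% = peptide control; nearly all actives have a fitted effect of over 45% in size; some results filed as inactive show a strong effect at the top dose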
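AMA1 (3D7) with his tag at 25 nM final met compounds first, then biotinylated RON2 peptide at 25 nM; detection used donor plus acceptor beads, 10 µg/mL apiece, read by AlphaScreen after 30 min at room temperature.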
AmpC inh no detg: blocks E. coli AmpC beta-lactamase in detergent-free assay | P00811 | AmpC nitrocefin hydrolysis, absorbance 480 nm, 0.0001% Triton | Potency, µM (highest dose often 57.1 µM), inactives show at the highest dose activity change, negative = inhibition, hits mostly inhibitors | 330,000 tested, 0.52% active | AID 485341;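 further: potency means the concentration at half of the fitted maximal effect; plate controls were no compound for no effect and no enzyme for full effect; nearly all actives have a fitted effect of over 20% in size; some results filed as inactive show a strong effect at the top dose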
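20 mM phosphate pH 7.0 + 0.01% (detergent screen) or 0.0001% Triton X-100; 5.3 nM AmpC reagent; cpd preinc 15 min RT; nitrocefin (800 uM stock) to start; A480 q20 s × 4 min; Activity was normalised to no-enzyme and no-compound control wells.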
The depositor's hits bear a star; ? = inconclusive; . = not tested or not shown; [ ] = remark or other dose. Unless noted, the call rests on the fitted dose curve; in most records, active means well fitted curve in the direction sought with a large enough effect; inconclusive means small, poorly fitted or top-dose-only effect, or another doubt; inactive means no such curve, though single readings can be large; an effect the other way counts as inactive or inconclusive. Unless noted, on the % scale 0 is the no-effect control and ±100 the full control effect. Hits appear at their usual frequency. Share with any hit: about 7.4%.

item | molecule | HCMV antiviral | Tb PYK inh | LmPK inhibitor | Sm TGR inh
1 | COc1ccccc1-c1nnc(-c2ccc(F)cc2)o1 | 68 | -3% | . | .
2 | CCOC(=O)Cc1cc(=O)n2[nH]c(C(C)(C)C)cc2n1 | -3 | -3% | -7% | 1%
3 | CCC(C)N1CC(C(=O)NC2CCCCC2)CC1=O (stereo not given) | 10 | 4% | -4% | 1%
4 | COc1cc(OC)cc(C(=O)NCCCNC(=O)c2cccnc2)c1 | 21 | -1% | 1% | 4%
5 | Cc1ccc(CC(=O)Nc2cccc(C)n2)cc1 | 71 | -4% | 0% | 4%
6 | Cc1cc(C)c(NC(=O)C2CCN(c3nnc(C)c4c(C)n(-c5ccccc5)nc34)CC2)c(C)c1 | 0 | 1%[15.4 µM] | . | -4%
7 | CCOC(=O)c1ccc(NC(=O)CCc2nc3cccnc3n2Cc2cccs2)cc1 | 37 | 0% | . | -13%
8 | O=C(CSc1cc(Cl)ccc1Cl)NCCCn1ccnc1 | ? | -2% | 3% | 0%
9 | Clc1ccc(-c2c(C3=NCCCN3)nnn2-c2ccc(Cl)cc2)cc1 | ? | -4% | 0% | -18%
10 | COc1ccc(C(=O)CC(=O)C(=O)Nc2ccc([N+](=O)[O-])cc2C)cc1 | -7 | 7% | 7% | -6%

item | AmpC detergent | AMA1-RON2 inh | AmpC inh no detg
1 | . | 19% | .
2 | 8% | 4% | -16%
3 | -1% | -1% | -2%
4 | ? | -6% | -8%
5 | -1% | 6% | -5%
6 | 20% | . | .
7 | -3% | . | .
8 | ? | -2% | -7%
9 | -2% | 4% | 33%
10 | -1% | 92%[activator] | -30%

Additional results:
item | molecule | HCMV antiviral | Tb PYK inh | LmPK inhibitor | Sm TGR inh
11 | NC(=O)c1cc([N+](=O)[O-])ccc1NCCN1C(=O)c2ccc(C(=O)O)cc2C1=O | ? | -9% | -1% | .
12 | C/C(=C\C(=O)c1sccc1Cl)N(C)C | 1 | 3% | -1% | -10%
13 | O=C(CCC(=O)c1cccs1)Nc1ncccc1O | -4 | -7% | . | ?
14 | COc1cc2c(cc1OC)CC[N+](C)=C2 | 22 | -16% | 2% | ?
15 | COc1cccc(C(=O)N2CCC(n3nccc3NC(=O)C3CCOC3)CC2)c1 (stereo not given) | -19 | -9% | -7% | 0%
16 | Cc1nn2cc(-c3cccc(Cl)c3)cnc2c1Br | 5 | -17% | -15% | 0%
17 | COc1nsnc1N1CCOCC1 | ? | 4% | 0% | -5%
18 | CN(CCCC(=O)O)S(=O)(=O)c1ccc2c(c1)C(=O)c1cc(S(=O)(=O)N(C)CCCC(=O)O)ccc1-2 | 68 | -4% | 0% | 2%
19 | Cc1ccc(C)c(-c2nc(Cn3c(=O)cc(-c4ccccc4)c4c(C)nn(C)c43)c(C)o2)c1 | 2 | -1% | . | -1%
20 | CCCNC(=O)NC(=O)COc1ccc2oc3ccccc3c2c1 | -6 | 3% | 5% | -1%

item | AmpC detergent | AMA1-RON2 inh | AmpC inh no detg
11 | 5% | -5% | -23%
12 | -5% | 10% | -31%
13 | ? | -23% | -16%
14 | -1% | 11% | -20%
15 | -9% | -6% | -12%
16 | -8% | 5% | -10%
17 | 2% | 5% | -2%
18 | -13% | -3% | -8%
19 | 6% | . | .
20 | -1% | 1% | -18%

Other records follow:
item | molecule | HCMV antiviral | Tb PYK inh | LmPK inhibitor | Sm TGR inh
21 | COc1ccccc1N1CCN(Cc2nc(N)nc(Nc3ccc(C)cc3)n2)CC1 | -31 | 4% | -3% | 0%
22 | COc1ccc(C(=O)O)cc1Nc1cc(C)nc2ncnn12 | 60 | 5% | 7% | 0%
23 | CCOC(=O)c1sc(=S)n(C)c1N | -11 | 3% | 0% | -1%
24 | O=C(Cn1cc(SCc2ccccc2F)c2ccccc21)N1CCCCC1 | 1 | 3% | . | 17%
25 | COc1ccc(/C=N/n2c(SC)nnc(C(C)(C)C)c2=O)c(OC)c1 | 10 | -2% | 1% | 13%
26 | Cc1cc(=O)oc(C)c1C(=O)N1CCN(C(c2ccccc2)c2ccccc2)CC1 | 0 | -11% | -3% | ?
27 | CCc1nn(CC(=O)N2CCN(c3cccc(C(F)(F)F)c3)CC2)c(=O)c2cccn12 | 0 | 3% | . | -13%
28 | O=C(C1CC(=O)N(C2CCCCC2)C1)N1CCc2ccccc21 (stereo not given) | 68 | -2% | -1% | -16%
29 | COC(=O)C(C)NC(=O)CNS(=O)(=O)c1ccc(F)cc1 (stereo not given) | -34 | 7% | -3% | 6%
30 | CCCCCCCCCCCCCCCC(=O)OCC1OC(n2ccc(N)nc2=O)C(O)C1O (stereo not given) | -36 | 4% | . | .

item | AmpC detergent | AMA1-RON2 inh | AmpC inh no detg
21 | 2% | 22% | -14%
22 | ? | 0% | -8%
23 | -6% | 3% | -13%
24 | 12% | . | .
25 | 4% | -3% | -18%
26 | -9% | -3% | 114%[activator]
27 | 3% | . | .
28 | -10% | -10% | 3%
29 | ? | 33%[activator] | -20%
30 | . | -10% | .

Next section
item | molecule | HCMV antiviral | Tb PYK inh | LmPK inhibitor | Sm TGR inh
31 | Cc1cc(NC(=O)CSc2nc3ccccc3cc2C#N)no1 | -11 | -2% | -4% | -3%
32 | COC(=O)[C@@H](NC(=O)CCc1nnc(-c2ccsc2)o1)C(C)C | 10 | -5% | -3% | -1%
33 | COc1ccc(NS(=O)(=O)c2ccc(C)c(NC(=O)C3CCCO3)c2)cc1 (stereo not given) | -5 | -5% | . | 2%
34 | Cc1c(C(=O)N2CCCCC2)c(S(=O)(=O)NCCc2ccc(Cl)cc2)c(C)n1C | 2 | 1% | -5% | .
35 | O=C(CCc1ccccc1)Nc1ccc(N2CCCCC2)cc1 | -10 | -15% | -3% | -4%
36 | CS(=O)(=O)N1CCC(C(=O)N2CCC(Cc3ccccc3)CC2)CC1 | -38 | -2% | 4% | -13%
37 | Cc1c(C(=O)Nc2ccc(F)cc2F)oc2ccc3c(c12)C(=O)CC(C)(C)O3 | ? | -2% | . | -26%
38 | COc1ccc(CNC(=O)COC(=O)c2cncc(Br)c2)cc1 | ? | 2% | 5% | -25%
39 | Cc1cc(C)c(C(=O)/C=C/C=C/c2ccccc2)c(=O)[nH]1 | 12 | -7% | 0% | ?
40 | O=[N+]([O-])c1ccc2c(c1)C(N1CCOCC1)/C(=C/COc1ccc(Cl)cc1Cl)O2 (stereo not given) | -20 | 3% | 7% | -18%

item | AmpC detergent | AMA1-RON2 inh | AmpC inh no detg
31 | 0% | 24% | -27%
32 | 5% | -5% | -9%
33 | 0% | -8% | -14%
34 | 1% | -7% | 85%[activator]
35 | -12% | 0% | -19%
36 | -12% | 7% | 18%
37 | -1% | . | .
38 | -11% | 4% | -10%[11.4 µM]
39 | -10% | -2% | -16%
40 | -6% | -19% | 1%

Record cards, from the list above. Screens in order: HCMV antiviral	Tb PYK inh	LmPK inhibitor	Sm TGR inh	AmpC detergent	AMA1-RON2 inh	AmpC inh no detg
Listed for COc1ccc(C(=O)CC(=O)C(=O)Nc2ccc([N+](=O)[O-])cc2C)cc1 → -7	7%	7%	-6%	-1%	92%[activator]	-30%
Listed for O=C(Cn1cc(SCc2ccccc2F)c2ccccc21)N1CCCCC1 → 1	3%	.	17%	12%	.	.
Listed for CCOC(=O)Cc1cc(=O)n2[nH]c(C(C)(C)C)cc2n1 → -3	-3%	-7%	1%	8%	4%	-16%
Listed for Cc1cc(NC(=O)CSc2nc3ccccc3cc2C#N)no1 → -11	-2%	-4%	-3%	0%	24%	-27%
Listed for CCOC(=O)c1ccc(NC(=O)CCc2nc3cccnc3n2Cc2cccs2)cc1 → 37	0%	.	-13%	-3%	.	.

The list continues.
item | molecule | HCMV antiviral | Tb PYK inh | LmPK inhibitor | Sm TGR inh
41 | Cc1cc(=O)oc(C)c1C(=O)NCCN(C)Cc1ccccc1 | 25 | -1% | 6% | 51%[activator]
42 | Cc1ccc(-n2c(SCC(=O)N/N=C/c3ccccc3C(=O)O)nnc2-c2ccc(Cl)cc2)cc1 | -26 | 1% | -1% | 0%
43 | CCOc1ccc2nc(SCC(=O)Nc3cccc(S(=O)(=O)NC4=NCCCCC4)c3)[nH]c2c1 | -33 | -10% | 2% | 1%
44 | O=C(NC(=S)N1CCCC1)c1ccccc1F | -2 | -4% | . | -1%
45 | CSc1cccc(NC(=O)C2C3C=CC4(O3)C2C(=O)N(CCN2CCOCC2)C4C(=O)NC2CCCCC2)c1 (stereo not given) | 62 | 8% | 3% | ?
46 | N#Cc1cc2c(=O)n3ccccc3nc2n(Cc2cccnc2)c1=O | -6 | -2% | . | .
47 | CCOc1ccc(CC(=O)NCCc2cnc[nH]2)cc1 | 7 | -3% | 3% | 5%
48 | CCOC(=O)C1=CCC(c2ccccc2)N(S(=O)(=O)c2ccccc2)C1 (stereo not given) | 10 | 6% | . | .
49 | O=S(=O)(Nc1cccnc1)c1cc(Cl)ccc1Cl | 16 | 1% | 3% | 1%
50 | O=S(=O)(c1ccc(F)cc1)c1snnc1-c1ccccc1 | -88* | 2% | 2% | 35µM*

item | AmpC detergent | AMA1-RON2 inh | AmpC inh no detg
41 | 1% | 13% | 2%
42 | ? | 10% | -25%
43 | -6% | 23% | -34%
44 | ? | -4%[11.6 µM] | -46%
45 | -9% | -4% | 25%
46 | . | 3% | .
47 | ? | 3% | 3%
48 | . | 35%[activator] | .
49 | ? | 10% | -15%
50 | 2% | -13% | 113%[activator]

(listing goes on)
item | molecule | HCMV antiviral | Tb PYK inh | LmPK inhibitor | Sm TGR inh
51 | Cc1nn(C)cc1S(=O)(=O)N1CCCCC1C (stereo not given) | 73 | -2% | -1% | 1%
52 | COC(=O)Cn1cnc2c(nnn2-c2ccc(OC)cc2)c1=O | 27 | -13% | -4% | 21%
53 | Cc1cc(C)cc(-n2nnc(C(=O)NCc3ccco3)c2N)c1 | 50 | -2% | 3% | -14%
54 | CSc1nc(N)n(-c2cc(C(F)(F)F)ccn2)n1 | -22 | -6% | 0% | 7%
55 | Cc1ccc(C(=O)Sc2cccccc2=O)cc1 | -99* | 1% | -12% | ?
56 | O=[N+]([O-])c1ccc(S(=O)(=O)Nc2ncccn2)cc1 | -22 | 4% | 0% | -14%
57 | c1ccc(SCc2cn3cccnc3n2)nc1 | -23 | 3% | 9% | 2%

item | AmpC detergent | AMA1-RON2 inh | AmpC inh no detg
51 | ? | -4% | -15%
52 | 0% | 0% | -32%
53 | -7% | 14% | -15%
54 | 9% | 6% | -15%
55 | -3% | 0% | -42%
56 | -6% | 2% | -18%
57 | 6% | -13% | -27%
